PTEN del growth: PTEN-deleted cell growth suppression; viability, % at 10 µM; 140,000 tested, 1.2% active; HCT116 PTEN-null viability, CellTiter-Glo, 60 h; hits give low values;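 active = viability at or below a set limit, 4 SD under the median of all tested compounds, cut at about 3.7% in these data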;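 also: PTEN knockout HCT116 line with beta catenin targeted HCT116 as companion control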
E-sel TNF inh: blocks E-selectin expression induced by TNF alpha; inhibition, % at 2 µM; 120,000 tested, 0.71% active; AID 1246; HUVEC TNFa-induced E-selectin immunofluorescence, high content;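 active = inhibition above the batch mean plus 3 SD, and confirmed as a hit on visual image review, cut at about 43% in these data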;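 also: 0% = TNF-stimulated DMSO wells and 100% = unstimulated control wells; not every result past the cut was called active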
bCat KO growth: beta-catenin-lacking colon tumor cell growth suppression; HCT116 beta-catenin knockout viability, CellTiter-Glo, 60 h; hits give low values; viability, % at 10 µM; 140,000 tested, 1.5% active;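 active = viability at or under a set limit, the compound median less 4 SD, cut at about 6% in these data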;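 also: 0% = Hyamine 1622 control at 20 µM and 100% = untreated cell control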
Phagocyt inh: macrophage phagocytosis inhibition; J774A.1 macrophage IgG-bead phagocytosis, imaging; inhibition, % at 5 µM; 110,000 tested, 0.07% active;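 active = inhibition above the mean of the plate negative controls plus 5 SD, cut at about 13% in these data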;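 also: phagocytic index as fraction of beads internalized from green versus red external bead signal; plate controls were DMSO negative control for no effect and cytochalasin-D positive control for full effect; some results beyond the cut were filed as inactive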
GALR2 antag: blocks the human galanin receptor 2; AID 828; 140,000 tested, 0.39% active; GALR2-expressing cells, antagonist mode; inhibition, % at 4 µM; in the data active = inhibition above about 27%;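 also: cells stimulated with galanin 1-16 at roughly its EC80; 0% = agonist challenge control and 100% = basal control without agonist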
Target sequence (O43603 whole entry, looked up): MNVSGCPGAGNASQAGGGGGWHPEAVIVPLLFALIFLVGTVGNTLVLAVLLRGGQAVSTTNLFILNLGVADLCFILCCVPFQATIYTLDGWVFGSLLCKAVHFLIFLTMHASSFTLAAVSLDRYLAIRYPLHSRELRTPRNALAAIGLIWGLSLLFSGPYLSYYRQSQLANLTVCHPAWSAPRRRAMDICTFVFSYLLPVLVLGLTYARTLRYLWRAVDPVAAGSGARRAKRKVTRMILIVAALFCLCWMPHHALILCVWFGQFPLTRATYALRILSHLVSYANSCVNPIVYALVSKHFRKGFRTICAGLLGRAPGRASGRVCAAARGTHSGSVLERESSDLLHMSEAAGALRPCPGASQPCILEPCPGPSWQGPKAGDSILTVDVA
Yeast growth inh: reduces growth of yeast BB579 in restrictive medium | S. cerevisiae BB579 growth, OD615, 48 h | inhibition, % at 10 µM | 140,000 tested, 0.51% active;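 active = inhibition above a set limit, 3 SD over the mean compound inhibition, cut at about 44% in these data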; also: inactives centre near -24
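test system = yeast BB579 (DeaD) | buffer or medium = restrictive CSMM-D medium | doses = single compound dose of 10 µM, 0.25% DMSO final | times = 4 h preincubation and 48 h exposure at 30 °C | technique = culture absorbance at 615 nm | benchmarks = amphotericin B 10 µg/mL, positive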
MRP-1 activ: MRP-1 activation; H69AR cells + doxorubicin, viability rescue, CellTiter-Glo; viability increase, % at 10 µM; 140,000 tested, 0.61% active;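 active = viability gain under doxorubicin at or above a set limit, the compound median plus 3 SD, cut at about 4.7% in these data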;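 also: MRP-1 overexpressing cells given doxorubicin 25 µM after compound pretreatment; 18-22 h compound pretreatment then 72 h with doxorubicin before readout; 0% = doxorubicin-only wells and 100% = vehicle-treated cells without doxorubicin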
Yeast lifespan up: yeast lifespan extension. 130,000 tested, 0.68% active. AID 775. inhibition of the nicotinamide effect, % at 10 µM. S. cerevisiae growth with nicotinamide, OD615; deaD strain in restrictive glucose medium;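 active = inhibition above a set limit, placed 3 SD over the median of all compounds, cut at about 26% in these data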;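 also: 0% = nicotinamide-treated wells and 100% = cells grown without nicotinamide; some compounds called inactive have numbers as strong as hits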
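System: DeaD-strain S. cerevisiae / Buffer or medium: CSMM-D, restrictive glucose (dextrose) synthetic minimal medium / Probe or stimulus: nicotinamide, 1.5 mM, co-present with compound / Compound: one concentration, 10 µM, DMSO 0.25% / Incubation: 48 h compound exposure at 30 °C, humidified / Technique: optical density (absorbance) at 615 nm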
Measles CPE: protection of cells from measles virus | protection (pct of control), % at 4 µM | Measles virus-infected cells, CPE protection, absorbance | 140,000 tested, 1.5% active; in the data active = protection mostly above about 24%, no sharp cut-off; inactive = mostly below about 26%; also: some compounds called inactive have numbers as strong as hits
NPY-Y2 antag: blocks the human neuropeptide Y Y2 receptor | NPY-Y2 expressing cells, antagonist mode | 140,000 tested, 0.99% active | P49146 | AID 793 | inhibition, % at 2.7 µM; in the data active = inhibition above about 17%;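 also: 0% = vehicle with agonist challenge and 100% = reference antagonist with challenge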
Target sequence (P49146 whole entry, looked up): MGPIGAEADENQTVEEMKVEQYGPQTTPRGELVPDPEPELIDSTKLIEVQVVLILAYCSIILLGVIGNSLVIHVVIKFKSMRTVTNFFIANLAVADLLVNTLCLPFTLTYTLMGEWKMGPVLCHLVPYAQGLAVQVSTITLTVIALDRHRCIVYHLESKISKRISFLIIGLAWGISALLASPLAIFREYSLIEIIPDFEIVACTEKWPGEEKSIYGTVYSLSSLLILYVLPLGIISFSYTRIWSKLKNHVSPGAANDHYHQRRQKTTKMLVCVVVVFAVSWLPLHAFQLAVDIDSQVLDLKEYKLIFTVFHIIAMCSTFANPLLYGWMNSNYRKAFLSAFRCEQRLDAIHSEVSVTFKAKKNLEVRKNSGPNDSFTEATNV
Active calls of the source: *; . = no result given.

SMILES	PTEN del growth	E-sel TNF inh	bCat KO growth	Phagocyt inh	GALR2 antag	Yeast growth inh	MRP-1 activ	Yeast lifespan up	Measles CPE	NPY-Y2 antag
Cc1cc(C)cc(-c2nnc(SCC(=O)NCc3cccs3)o2)c1	84	-13	85	-1	-5	-47	-1.6	15	22	5
COc1ccc(N2C(=O)CC(Cc3ccccc3)C2=O)cc1 (stereo not given)	117	3	109	-3	6	4	0.8	-13	6	1
CC(=O)Nc1ccc(S(=O)(=O)Oc2cccc(N3C(=O)C4CCCCC4C3=O)c2)cc1 (stereo not given)	76	7	94	0	6	22	-2.8	-24	5	2
O=C(O)c1ccccc1C(=O)OCc1ccccc1	81	14	98	1	-13	-30	-2.5	8	5	5
Cn1c(SCC(=O)OCc2ccccc2)nnc1-c1ccco1	105	7	100	2	0	-67	-0.2	2	2	2
CC(C)(C)OC(=O)N1CCOCCOCCN(C(=O)OC(C)(C)C)CCOCC1	94	-9	88	0	15	-4	-0.5	3	16	2
CC(=O)N1CCN(C(=O)CCc2c[nH]c3ccccc23)CC1	100	17	98	0	0	-24	-1.3	-6	6	0
CCn1c(COc2ccccc2)nnc1SCC(=O)Nc1cc(OC)ccc1OC	83	11	91	.	-8	-30	-1.1	-34	12	-1
O=C(NCc1ccccn1)c1ccc(Cl)cc1Cl	89	-36	89	-3	3	7	-0.6	-8	11	7
Cc1cccc(C)c1NC(=O)C(=O)NCCCN1CCOCC1	101	.	86	-7	-3	4	-0.8	3	14	-3
CN1C(=O)c2c(sc3c2CCCC3)NC1c1ccccc1O (stereo not given)	99	-27	94	0	7	-51	-1.7	-13	4	1
Cc1cc(NC(=O)c2cnn3cccnc23)n(-c2ccccc2)n1	94	-11	83	0	11	-16	-6.4	-23	17	3
CCOc1cc(C(=O)OCC(=O)Nc2cc(C)on2)cc(OCC)c1OCC	98	-5	90	1	-7	-55	0.8	-2	5	0
CCCNC(=O)c1cccc(Cn2cc(Br)c([N+](=O)[O-])n2)c1	85	24	105	-3	-13	-20	-1.5	2	8	2
S=C(NCCSCc1ccccc1Cl)Nc1ccccc1	78	12	79	-1	-2	-30	-3.6	-8	17	-1
CCOC(=O)c1nnn(-c2nonc2-n2cccc2)c1CN1CCC(C)CC1	63	22	63	.	-6	-57	-2.1	-12	5	2
COC(=O)c1ccccc1NC(=O)c1cnn2c(C(F)F)cc(C3CC3)nc12	45	23	49	1	-17	-26	-0.9	-9	6	19*
COc1ccc(OCc2nc(N)nc(Nc3ccc(C)cc3)n2)cc1	73	6	76	1	5	-39	-1.2	-18	2	-1
CCOC(=O)c1[nH]c(=O)[nH]c1COC(=O)c1cc2ccccc2o1	97	-8	95	0	7	-14	-0.9	-7	40*	5
CCOC(=O)c1c(C)[nH]c(C(=O)COC(=O)/C=C/c2cccc(OC)c2OC)c1C	86	.	81	-4	-17	-20	-3.6	1	6	4
CCN(CC)C(NC(=O)Cc1ccccc1)C(Cl)(Cl)Cl (stereo not given)	96	8	92	.	-4	-27	-1.1	-13	12	2
Cc1csc(NC(=O)CSc2nnnn2C)n1	83	-11	82	.	-1	-3	-1.9	.	16	1
CCOC(=O)c1c(C)[nH]c(C(=O)COC(=O)c2cnc(C)cn2)c1C	88	.	83	0	0	-4	-1.3	-9	3	-2
CCOC(=O)N1CCC(NC(=O)Cn2c3c(c(-c4ccccc4Cl)cc2=O)CCC3)CC1	92	20	89	1	0	-25	2.2	-9	13	0
Cc1c(C(=O)OCC(=O)c2ccc3c(c2)OCCO3)oc2ccccc12	86	.	93	-1	-12	-20	0.2	-11	21	13

One compound at a time, as listed above.
`CC(=O)N1CCN(C(=O)CCc2c[nH]c3ccccc23)CC1` reads PTEN del growth: 100; E-sel TNF inh: 17; bCat KO growth: 98; Phagocyt inh: 0; GALR2 antag: 0; Yeast growth inh: -24; MRP-1 activ: -1.3; Yeast lifespan up: -6; Measles CPE: 6; NPY-Y2 antag: 0
`Cc1csc(NC(=O)CSc2nnnn2C)n1` reads PTEN del growth: 83; E-sel TNF inh: -11; bCat KO growth: 82; Phagocyt inh: .; GALR2 antag: -1; Yeast growth inh: -3; MRP-1 activ: -1.9; Yeast lifespan up: .; Measles CPE: 16; NPY-Y2 antag: 1

The listing picks up with the two entries that preceded the break.
SMILES	PTEN del growth	E-sel TNF inh	bCat KO growth	Phagocyt inh	GALR2 antag	Yeast growth inh	MRP-1 activ	Yeast lifespan up	Measles CPE	NPY-Y2 antag
CCOC(=O)N1CCC(NC(=O)Cn2c3c(c(-c4ccccc4Cl)cc2=O)CCC3)CC1	92	20	89	1	0	-25	2.2	-9	13	0
Cc1c(C(=O)OCC(=O)c2ccc3c(c2)OCCO3)oc2ccccc12	86	.	93	-1	-12	-20	0.2	-11	21	13
CCNc1nc(NC(C)C)nc(ON=C(C)C)n1	99	.	84	.	-3	8	-3.4	3	9	4
Cc1cc(N2CCN(c3ccccc3Cl)CC2)n2cc(-c3ccccc3)nc2n1	71	.	76	0	4	-37	-3.3	2	30*	10
CCCCN(C(=O)NC(=O)C1=C(N2CCOCC2)/C(=C/c2ccccc2)CC1)S(C)(=O)=O	88	-13	87	0	9	-7	-0.9	-9	8	3
CC1(C(=O)NCCc2c[nH]c3ccccc23)C=CCN1C(=O)c1ccccc1 (stereo not given)	92	.	87	.	3	-24	-4.4	-2	6	-1
CN1CCN(c2cc(=O)n(-c3ccc(Cl)cc3)c(=O)[nH]2)CC1	94	.	99	1	4	-12	-0.9	-12	11	0
O=C(CSc1nc2c([nH]c3ccccc32)c(=O)n1-c1ccc(F)cc1)NCc1ccco1	81	4	86	0	3	-22	-3.5	-6	4	9
O=C(NC1CCCc2ccccc21)C1CCN(S(=O)(=O)N2CCCCCC2)CC1 (stereo not given)	63	-10	80	-2	-4	-5	-1.4	-20	21	0
Fc1ccc(-c2nn3c(C4COc5ccccc5O4)nnc3s2)cc1 (stereo not given)	96	0	84	-2	-5	-13	0.0	-10	11	4
O=C(NCc1nc2ccccc2[nH]1)c1cccc(S(=O)(=O)N2CCOCC2)c1	89	-10	95	1	4	-9	1.3	-2	9	1
COc1ccc(NC(=O)CSc2nnc(CN3CCOCC3)n2-c2ccccc2)cc1Cl	93	-18	105	-1	10	-11	0.6	-15	16	1
CCOc1ccc(-c2nn(-c3ccccc3)cc2/C=C2\SC(=S)N(Cc3ccco3)C2=O)cc1	28	4	38	-10	-1	-59	-5.3	4	6	-1
CC1(C)CC(=O)c2c(O)cc(O)cc2O1	97	-22	98	-2	-3	-1	1.0	1	9	3
Cc1c(Br)c([N+](=O)[O-])nn1CC(=O)Nc1sc2c(c1C(=O)OC(C)C)CCC(C)C2 (stereo not given)	42	11	52	-2	6	-24	-3.1	3	3	2
Cc1cc(C)c2c3c(sc2n1)C(c1ccccc1)C(C#N)=C(N)O3 (stereo not given)	27	10	21	2	3	5	-6.4	-6	8	1
C=C1CSc2nc3ccccc3c(=O)n21	102	2	94	0	0	-10	-0.5	-10	18	2
Cc1ccccc1NC(=S)Nc1cccc([N+](=O)[O-])c1	76	26	94	5	3	15	-4.1	-24	5	1
O=C(/C=C/c1ccccc1)N/C(=C/c1ccccc1)C(=O)NCCCO	85	.	93	3	4	-17	-0.5	-2	8	0
C/C(=N\NC(=O)Cc1ccccc1)c1cccs1	98	13	117	.	1	3	-1.2	-8	10	2
C1CCN(CCCNC2C3CC4CC(C3)CC2C4)C1 (stereo not given)	76	-26	80	-9	-4	-32	-1.2	4	9	6
COc1ccc2cc(C(c3nnnn3Cc3ccc(F)cc3)N3CCCCCC3)c(=O)[nH]c2c1 (stereo not given)	99	.	95	0	3	-44	-2.5	-5	23	4
Cc1cc(OCC(=O)Nc2ccc(S(=O)(=O)N3CCN(C)CC3)cc2)cc(C)c1Cl	98	12	99	-2	-27	-56	-2.0	-5	9	2
O=C(N/N=C/c1ccccc1)c1cc(=O)[nH]c2ccccc12	92	-10	91	-13	-21	-25	0.3	-2	6	2
Cc1ccc(-c2nnn(CC(=O)N(c3cccc(F)c3)C(C(=O)NC3CCCC3)c3ccco3)n2)o1 (stereo not given)	97	.	87	0	19	-4	-3.6	3	18	12
CCOc1ccc(CCNC(=O)C2CCCN(c3nn4c(=O)cc(C)nc4s3)C2)cc1OCC (stereo not given)	110	-3	98	-1	1	-59	-1.1	1	4	5
CCC1CCCCN1c1nc(-c2cccc(OC)c2O)nc2ccccc12 (stereo not given)	69	1	78	-1	-9	-37	-2.5	-23	11	9
SMILES	PTEN del growth	E-sel TNF inh	bCat KO growth	Phagocyt inh	GALR2 antag	Yeast growth inh	MRP-1 activ	Yeast lifespan up	Measles CPE	NPY-Y2 antag
CN1CCC(=NNC(=O)c2ccc(N(Cc3ccccc3Cl)S(C)(=O)=O)cc2)CC1	96	2	93	-4	1	-28	-0.6	7	3	1
COc1ccc(Nc2oc(-c3cccs3)nc2C#N)cc1	83	-14	86	.	21	-43	2.4	-23	9	2
N/C(=N\c1nc2c(c(=O)[nH]1)CCC2)Nc1ccccc1C(F)(F)F	86	-57	73	-2	-2	-50	-0.9	-8	11	1
Nc1nc(SCC(=O)NC2CCCCC2)[nH]c(=O)c1-c1ccccc1	91	-35	89	0	-2	-41	0.1	-9	12	-2
CCc1c(C)sc(NC(=O)c2cc(-c3ccco3)on2)c1C#N	97	.	91	-2	-23	-14	-2.9	-4	9	4
Cc1ccc(Nc2cc(C)nc(N3CCOCC3)n2)c(C)c1	87	.	76	2	8	-1	-1.7	-2	23	4

Another view of part of the listing above.
mol | PTEN del growth | E-sel TNF inh | bCat KO growth | Phagocyt inh | GALR2 antag | Yeast growth inh | MRP-1 activ | Yeast lifespan up | Measles CPE | NPY-Y2 antag
Cc1ccc(Nc2cc(C)nc(N3CCOCC3)n2)c(C)c1 | 87 | . | 76 | 2 | 8 | -1 | -1.7 | -2 | 23 | 4
CCc1c(C)sc(NC(=O)c2cc(-c3ccco3)on2)c1C#N | 97 | . | 91 | -2 | -23 | -14 | -2.9 | -4 | 9 | 4

Assay outcomes as filed in PubChem.
